ER stress surv – protection against thapsigargin ER stress killing – CSM14.1 cells, ATP luminescence, primary screen; relative survival (cellular ATP), % at 15 µg/mL (by protocol); CSM14.1 thapsigargin ER stress survival; hit rate 0.33% among 48,000; AID 1010, 2008;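 active = survival measured by cellular ATP above 50% at 15 µg/ml in the first screen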;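 note: cell death triggered by about 15 µM thapsigargin; ATP read 24 h after thapsigargin was added; plate controls were thapsigargin with DMSO for no effect and DMSO without thapsigargin for full effect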
The depositor's hits bear a star.

SMILES	ER stress surv
CC(C)(C)CC(C)(C)N=C1NS(=O)(=O)c2cc([N+](=O)[O-])ccc21	9.3
O=C(Nc1cccnc1)c1ccc(CN(c2ccccc2)S(=O)(=O)c2ccccc2)cc1	-2.0
O=C(NCCCn1ccnc1)NC1CCCCC1	5.0
COc1cccc(/C=C2\C(=O)NN(c3ccccc3)C2=O)c1OC	12.8
O=C1C2CCCC1C(c1ccc3c(c1)OCO3)NC2c1ccc2c(c1)OCO2 (stereo not drawn)	10.3
C=C1CC(C)OC(c2ccccc2O)C1 (stereo not drawn)	7.2
Cc1ccc(C(=O)NCCc2nc3ccccc3[nH]2)cc1[N+](=O)[O-]	-1.8
COc1ccc(C2(CNCC(O)COc3ccccc3)CCCC2)cc1OC (stereo not drawn)	-9.2
CN(C)c1ccc(/C=C2/C=C(c3ccccc3)OC2=O)cc1	8.2
CCC(C(=O)Nc1ccc(C)cc1C)c1ccccc1 (stereo not drawn)	7.1
COc1ccc(-c2ccc(/C=N/NC(=O)c3ccncc3)o2)c([N+](=O)[O-])c1	24.0
Cc1ccc(N2CCN(CC(O)Cn3c4ccccc4c4ccccc43)CC2)cc1 (stereo not drawn)	-4.1
COc1cc(OC)c(OC)cc1/C=N/NC(=O)c1cc(-c2ccc(Cl)cc2)n[nH]1	8.8
O=C(Nc1ccc(N2CCOCC2)cc1)c1ccccc1Br	5.2
Cc1nc(NC(=O)/C=C/c2ccc(F)cc2)sc1C	-1.9
COc1cc(/C=N/NS(=O)(=O)c2ccc3ccccc3c2)ccc1OCC(N)=O	2.6
O=C1C(=O)N(CN2CCN(CN3C(=O)C(=O)c4ccccc43)C2)c2ccccc21	2.4
O=C(c1ccc(Br)o1)N1CCCCC1	-3.4
COc1cccc(-c2nc(-c3ccccc3)c(-c3cc([N+](=O)[O-])ccc3C)[nH]2)c1OC	3.5
O=C(COc1ccc([N+](=O)[O-])cc1)NNC(=O)c1ccccc1Cl	11.0
O=C1S/C(=C/c2ccc(Cl)c([N+](=O)[O-])c2)C(=O)N1c1ccccc1	8.0
CCCC1CCC(c2nc(-c3cccnc3)no2)CC1 (stereo not drawn)	-0.2
Cn1c(=O)c(-c2nc3ccccc3[nH]2)c(O)c2ccccc21	-4.4
COc1ccc(OC)c(/C=N/Nc2nc3cc(C)ccc3cc2C)c1	14.9
COc1cc(CNc2ccc3c(c2)CCC3)cc(OC)c1O	-8.6
CC(=O)N1c2ccc(C)cc2C(Nc2ccc(C)cc2)CC1C (stereo not drawn)	-5.4
O=C(CNC(=O)c1ccc(Cl)cc1Cl)c1ccccc1	4.3
CC1=CC(C)(C)Nc2ccc(OC(=O)c3sc4cc([N+](=O)[O-])ccc4c3Cl)cc21	10.7
Cc1ccc([N+](=O)[O-])cc1-c1ccc(/C=C2/C(=O)NC(=O)N(C)C2=O)o1	2.3
CCC(=O)N1c2ccccc2NC2=C(C(=O)CC(C)(C)C2)C1c1ccc(C#N)cc1 (stereo not drawn)	-2.6
O=C(COc1ccccc1)NNC(=O)COc1ccc([N+](=O)[O-])cc1	3.2
CCOc1ccc(C(=O)Nc2ccc(N(CC)CC)cc2)cc1	1.8
CC1=C(C(=O)OCCc2ccccc2)C(c2ccc(Br)cc2)C2=C(CCCC2=O)N1 (stereo not drawn)	6.2
COc1ccc(-c2nnc(SCC(=O)NC3CCCC3)n2-c2ccccc2)cc1	14.3
OCCNC1CCCc2c1[nH]c1ccc(-c3ccccc3)cc21 (stereo not drawn)	-3.8
O=C(Cn1cnc([N+](=O)[O-])n1)Nc1ccc(F)cc1F	9.1
CC(=O)CC(=O)Nc1ccc(F)cc1F	2.5
COc1cc(/C=C2/C(=O)NC(=O)N(c3cccc(F)c3)C2=O)ccc1OCc1ccc(C(=O)O)cc1	-1.0
CCc1ccccc1NC(=O)C1CC(=O)N(c2ccc(Br)cc2)C1 (stereo not drawn)	-3.4
S=C(NCC(c1ccccc1)c1ccccc1)Nc1ccc(Cl)cc1	-4.7
O=C(/C=C/c1ccccc1)N1CCN(c2ccc(F)cc2)CC1	3.9
CC(NC(=O)c1ccco1)C1COc2ccccc2O1 (stereo not drawn)	5.3
CCOC(=O)C1=C(O)CSC1=Nc1ccc(Cl)cc1Cl	-1.9
O=C(CSCc1cccc(Br)c1)NCCc1ccc(Cl)cc1	6.3
Cc1[nH]c(=O)c(C(=O)/C=C/c2ccccc2Cl)c2c1CCCC2	-8.6
CCN1CCN(C(=O)c2ccc(F)cc2)CC1	7.2
O=C(O)CN1C(=O)/C(=C\c2ccccc2Cl)SC1=S	22.1
O=C1NC(=S)N/C1=C\c1ccccc1F	10.1
O=C1/C(=C\c2ccc(-c3cccc(Cl)c3)o2)SC(=S)N1CCS(=O)(=O)O	0.8
Oc1cnc2ccccc2c1CN1CCOCC1	6.6

New compounds follow.
SMILES	ER stress surv
CCN(C(=O)c1cc(Cl)ccc1OC)c1ccccc1C	2.4
CC1=NN(c2cccc(C(=O)O)c2)C(=O)/C1=C\c1ccc(-c2cc([N+](=O)[O-])ccc2C)o1	7.2
Cc1oc(C(=O)O)cc1CSCc1oc(-c2ccccc2)cc1C(=O)O	-2.0
O=C(Nc1nc(-c2cccs2)cs1)c1ccc(S(=O)(=O)N2CCCCC2)cc1	9.4
COc1ccc(C2NC(=O)NC(C)=C2C(=O)Nc2ccc(Cl)cc2)c(OC)c1 (stereo not drawn)	-0.7
O=[N+]([O-])c1ccc2nc3c4ccccc4n(CCCN4CCOCC4)c3cc2c1	-1.8
O=C1OC(c2ccccc2)=N/C1=C\c1cccc(OC(F)(F)C(F)F)c1	0.6
COc1ccc(Cc2nc3ccccc3c(=O)n2/N=C/c2c[nH]c3ccccc23)cc1OC	8.4
C(=N\N1CCN(c2ccccn2)CC1)/c1ccco1	-3.2
CC(=O)COc1ccc2c(C)cc(=O)oc2c1I	0.5

Reprinted from the part before: 2 compounds, then new ones.
SMILES	ER stress surv
C(=N\N1CCN(c2ccccn2)CC1)/c1ccco1	-3.2
CC(=O)COc1ccc2c(C)cc(=O)oc2c1I	0.5
Cc1ccc(/C=C/C(=O)Nc2ncc(Cc3ccc(F)cc3)s2)o1	2.4
Cc1ccc(NC(=O)C2CC(=O)N(c3ccc(C)cc3)C2)cc1 (stereo not drawn)	1.0
NS(=O)(=O)c1cccc(NC(=O)c2ccc(OCc3ccccc3)cc2)c1	-2.3
Cc1cnn(-c2cc(C(F)(F)F)nc(-c3ccccc3)n2)c1	7.3
O=c1[nH]c(=S)[nH]c2sc3c(c12)CCc1ccccc1-3	-10.1
Cc1ccc(-c2csc(NC(=O)c3cccc(Br)c3)n2)cc1	12.1
N#C/C(=C\c1ccccc1Cl)c1nc(-c2ccc(Cl)c(Cl)c2)cs1	-5.4
CC(=O)Nn1c(O)c(C2=c3cc(C)ccc3=NC2=O)sc1=S	6.2
Cc1cccc(OCC(=O)O/N=C(\N)Cc2cccs2)c1	-5.1
Cc1nnc(N/N=C/c2cccc([N+](=O)[O-])c2)[nH]c1=O	12.4
CC(C)C(NS(=O)(=O)c1ccc(Cl)cc1)C(=O)NN (stereo not drawn)	-2.0
CCC(Sc1nnc2c3ccccc3n(C)c2n1)C(=O)N1c2ccccc2Sc2ccccc21 (stereo not drawn)	-1.3
Cc1ccc(NC(=O)COc2ccc(Cl)c(C)c2)c(Br)c1	3.0
O=C(Nc1ccc(S(=O)(=O)N2CCCCCC2)cc1)C(F)(F)F	2.6
CC(C)c1ccc(N2C(=O)/C(=C/c3cc(Cl)c(O)c(Cl)c3)C(=O)NC2=S)cc1	10.1
O=C1NC(=S)S/C1=C\c1ccc(N2CCCCC2)c([N+](=O)[O-])c1	-6.6
Cc1cccc(N2C(=O)NC(=O)/C(=C\c3ccc(Oc4ccc([N+](=O)[O-])cn4)cc3)C2=O)c1	10.0
O=C(Nc1ccccc1F)c1cnccn1	16.0
Cc1ccc(-n2c(=O)c3c4c(sc3n3c(=S)[nH]nc23)CC(C(C)(C)C)CC4)cc1 (stereo not drawn)	14.9
CC(=N/O)/C(C)=N\NS(=O)(=O)c1ccc(C)cc1	8.8
O=C(NC1CCN(Cc2ccccc2)CC1)c1ccccc1Cl	1.7
Cc1ccc(N(CC(=O)NCc2ccncc2)S(C)(=O)=O)cc1	1.5
Cc1ccc(N2C(=O)S/C(=C/c3ccc4c(c3)OCO4)C2=O)cc1	-3.2
COc1ccc(/C=C2\C(=O)NC(=O)N(c3ccccc3Cl)C2=O)cc1Br	8.7
Cc1cc(Cn2ccnc2)c(C)c([N+](=O)[O-])c1Cn1ccnc1	9.6
O=C1NC(=Nc2ccc(Br)cc2)S/C1=C\c1ccc2c(c1)OCO2	1.8
COc1ccc(C2=C/C(=C3\OC(=O)c4ccccc43)C(=O)O2)cc1OC	0.0
COCCOC(=O)c1c(C)oc2ccc(OCC(N)=O)cc12	-2.1
CCc1ccc(CN2CCN(S(=O)(=O)c3ccc(Cl)cc3)CC2)cc1	11.5
C=C(C)c1cccc(C(C)(C)NC(=O)Nc2ccc(I)cc2)c1	5.1
Cc1occc1C(=O)N/N=C/c1ccc[nH]1	4.0
COc1ccc(C)cc1NC(=O)c1ccc(-n2cnnn2)cc1	7.3
CCN(CC)c1ccc(/C=C2/C(=O)NN(c3ccc(I)cc3)C2=O)c(O)c1	10.7
OC(COc1cccc(OCC(O)CN2CCCCC2)c1)CN1CCCCC1 (stereo not drawn)	-5.4
NS(=O)(=O)c1ccc(NC(=O)C2CC2(c2ccccc2)c2ccccc2)cc1 (stereo not drawn)	4.6
CCN(CC)CCNC(=O)c1ccc(NC(=S)NC(=O)c2cccnc2)cc1	-1.0
COCCNCCOc1c(C)cc(Cl)cc1Cl	-5.6
CCCc1c(C)c2cccc(C)c2[nH]c1=O	0.9
O=C(/C=C/c1cc(Br)cs1)Nc1cccc2cccnc12	0.1
C#CCSc1nncn1C(=O)/C=C/c1ccccc1	2.0
CCOC(=O)c1c(NC(=O)CCC(=O)OC)sc2c1CC(C)(C)SC2	9.8
O=S(=O)(Nc1cccc(-c2nc3ccccc3s2)c1)c1ccccc1	1.6
COc1ccc(-c2nc(-c3cc4cc([N+](=O)[O-])c(O)cc4oc3=O)cs2)cc1	-4.7
O=C1NC(=Nc2ccc(O)cc2)S/C1=C/c1ccccc1	7.4
Cc1nnc(C)n1/N=C\c1cccc2ccccc12	-6.0
Cc1ccc(/C=C2\SC(=S)N(CCC(=O)NNC(=O)c3ccccc3O)C2=O)cc1	18.8
C=CCOC(=O)C1CC=CCC1C(=O)Nc1nc2ccc(OCC)cc2s1 (stereo not drawn)	8.5
O=C1c2[nH]nc(-c3ccccc3)c2C(c2cccc(F)c2)N1c1ccccc1 (stereo not drawn)	10.3
COc1cc(OC)cc(C(=O)Nc2cccc(S(N)(=O)=O)c2)c1	-2.7
CC(=O)Nc1nc2ccccc2n1Cc1ccc(C)cc1	3.0

Additional records follow.
SMILES	ER stress surv
COC(=O)C1=C(C)N=c2s/c(=C/c3ccc(F)cc3)c(=O)n2C1c1ccc(OC)cc1 (stereo not drawn)	3.5
CSc1ccccc1N1C(=O)C=CC1=O	-4.8
Brc1cccc(-c2nnc(-c3ccccc3)o2)c1	11.2
CCOc1cc(C2Nc3cc(C)c(C)cc3NC3=C2C(=O)CC(C)(C)C3)cc([N+](=O)[O-])c1O (stereo not drawn)	-0.2
O=C1CSC(=S)N1Cc1ccc(Cl)c(Cl)c1	3.1
CC1(C)CC(=O)C=C(NNC(=O)CCc2ccccc2)C1	12.6
Cc1cccc(-c2cc(NC(=O)COc3ccc(Cl)cc3Cl)n[nH]2)c1	7.7
CN(C)c1ccc(/C=N/NC(=O)c2ccccc2O)cc1[N+](=O)[O-]	0.5
O=C(COc1ccccc1Cl)NNC(=O)c1cc2ccccc2cc1O	7.7
CCOC(=O)C(=O)Nc1cccc([N+](=O)[O-])c1C	-0.8

3 entries already listed, sorted by molar mass, highest first.
SMILES	ER stress surv
COC(=O)C1=C(C)N=c2s/c(=C/c3ccc(F)cc3)c(=O)n2C1c1ccc(OC)cc1 (stereo not drawn)	3.5
Brc1cccc(-c2nnc(-c3ccccc3)o2)c1	11.2
O=C1CSC(=S)N1Cc1ccc(Cl)c(Cl)c1	3.1

A portion taken from the entries so far, for reference:
SMILES	ER stress surv
CSc1ccccc1N1C(=O)C=CC1=O	-4.8
Brc1cccc(-c2nnc(-c3ccccc3)o2)c1	11.2
CCOc1cc(C2Nc3cc(C)c(C)cc3NC3=C2C(=O)CC(C)(C)C3)cc([N+](=O)[O-])c1O (stereo not drawn)	-0.2
O=C1CSC(=S)N1Cc1ccc(Cl)c(Cl)c1	3.1
CC1(C)CC(=O)C=C(NNC(=O)CCc2ccccc2)C1	12.6

Following part.
SMILES	ER stress surv
Cc1cc(OCc2ccc([N+](=O)[O-])cc2)c2c(-c3ccccc3)cc(=O)oc2c1	8.1
NC1=NC(=O)/C(=C/c2ccccc2OCc2cccc3ccccc23)S1	4.4
COc1cc(/C=N/NC(=O)c2ccncc2)cc(OC)c1O	2.3
COc1ccc(CNC(=O)CN(Cc2ccccc2)S(=O)(=O)c2ccccc2)cc1	8.9
CN(C)c1ccc(C2C=Cc3ccccc3N2C(=O)c2ccccc2)cc1 (stereo not drawn)	6.3
Cc1cccc(OCCNc2cc(N3CCCC3)ccc2[N+](=O)[O-])c1	12.0
COc1ccc(C=C2C=C(C(C)(C)C)C(=O)C(C(C)(C)C)=C2)cc1OC	17.7
COC(=O)c1ccccc1N/C=C/C(=O)c1ccc(Br)cc1	10.5
O=C(Nc1cccnc1)c1sc2cc(F)ccc2c1Cl	0.6
N=c1sc(Cc2cccc(Cl)c2)cn1CC(=O)c1ccc(F)cc1	4.5
CCOC(=O)c1c(-c2ccc(C3CCCCC3)cc2)csc1N	14.2
COc1ccc(Cl)cc1C(=O)Nc1ccc(C)c(Cl)c1	-1.9
COc1ccccc1-c1cc(C(=O)O)c2ccccc2n1	1.3
Cc1cc(N2CCOCC2)c2c(N)ccc(C)c2n1	-1.3
O=C(O)CCCN1C(=O)C(=O)/C(=C(/O)c2ccccc2)C1c1ccc([N+](=O)[O-])cc1 (stereo not drawn)	-2.7
Cc1cccc(C=Nc2ccc3c(c2)oc2ccccc23)c1O	14.7
CC(=O)NC1=NN(C(C)=O)C(c2ccc(F)cc2)S1 (stereo not drawn)	-5.6
C[n+]1cc(N)cc2ccccc21	-1.1

Source: PubChem BioAssay (Sanford-Burnham Center for Chemical Genomics)

Not all compounds are listed, so the mix of outcomes need not match the whole.
